PP5 inh: blocks human protein phosphatase 5 activity | actives 0.18% (n = 320,000) | purified PP5c, OMFP substrate fluorescence | AID 1987 | P53041 | inhibition, % at 6.7 µM;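 active means inhibition above the campaign's mean inhibition across all tested compounds plus 3 SD, cut at about 9.5% in these data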;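 further: 0% = DMSO only and 100% = 100 µM cantharidin control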
Target sequence (P53041 whole entry, looked up): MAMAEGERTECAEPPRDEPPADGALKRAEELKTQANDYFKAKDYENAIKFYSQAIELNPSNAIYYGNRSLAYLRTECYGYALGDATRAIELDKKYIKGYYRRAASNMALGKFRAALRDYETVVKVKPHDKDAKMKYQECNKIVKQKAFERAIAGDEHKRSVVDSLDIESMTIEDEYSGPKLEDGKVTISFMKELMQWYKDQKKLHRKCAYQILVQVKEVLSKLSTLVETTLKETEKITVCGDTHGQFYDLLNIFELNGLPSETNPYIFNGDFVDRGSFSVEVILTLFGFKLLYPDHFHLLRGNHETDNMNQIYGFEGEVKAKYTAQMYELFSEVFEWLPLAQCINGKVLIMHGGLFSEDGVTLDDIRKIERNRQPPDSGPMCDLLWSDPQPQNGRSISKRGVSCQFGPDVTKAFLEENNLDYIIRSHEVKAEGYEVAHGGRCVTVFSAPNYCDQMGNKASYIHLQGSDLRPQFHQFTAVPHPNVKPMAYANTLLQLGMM
ZTA counter: blocks Epstein-Barr virus ZTA, an EBNA-1 counter-screen; P03206; ZTA-DNA binding, fluorescence polarization; inhibition, % at 11 µM; actives 0.15% (n = 320,000); AID 2234; in the data active means inhibition above about 33%
Target sequence (P03206 whole entry, looked up): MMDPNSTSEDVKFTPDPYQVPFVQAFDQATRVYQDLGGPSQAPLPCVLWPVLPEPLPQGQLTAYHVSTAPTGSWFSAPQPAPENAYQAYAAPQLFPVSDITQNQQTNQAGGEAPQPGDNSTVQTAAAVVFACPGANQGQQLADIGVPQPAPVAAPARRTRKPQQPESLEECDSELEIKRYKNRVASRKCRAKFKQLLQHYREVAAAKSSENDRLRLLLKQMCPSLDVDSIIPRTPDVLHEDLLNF
PP1 inh: PP1-alpha (human) inhibition in PP5 counter-screen; purified PP1alpha, OMFP fluorescence; inhibition, % at 6.7 µM; actives 0.9% (n = 320,000); AID 2235;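 active means inhibition above the mean inhibition of all tested compounds plus 3 SD, computed separately for each screening campaign, cut at about 15% in these data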
Target sequence (P62136 whole entry, looked up): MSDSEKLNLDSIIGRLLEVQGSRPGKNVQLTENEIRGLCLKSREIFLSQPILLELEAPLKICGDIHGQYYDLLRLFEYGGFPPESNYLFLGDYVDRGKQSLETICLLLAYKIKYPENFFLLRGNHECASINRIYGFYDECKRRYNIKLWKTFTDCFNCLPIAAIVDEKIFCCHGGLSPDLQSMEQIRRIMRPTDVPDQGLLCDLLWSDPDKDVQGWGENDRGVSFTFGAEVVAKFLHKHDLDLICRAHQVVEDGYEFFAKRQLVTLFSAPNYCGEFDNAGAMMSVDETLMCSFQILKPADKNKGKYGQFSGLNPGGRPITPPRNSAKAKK
core dimer inh: blocks dimerization of HCV core protein; actives 0.33% (n = 300,000); inhibition, % at 5 µM; TR-FRET GST/Flag-core106 dimerization, 1536-well;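 active means inhibition above the mean of all tested compounds plus 3 SD, set per screening campaign, cut at about 45% in these data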
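Material: GST/Flag-tagged HCV core106 proteins. Incubation: 4 h, 22.5 °C incubation. Read-out basis: inhibition (%) from 671 over 617 nm ratio. Measured by: TR-FRET, excitation 340 nm, emission 617 and 671 nm.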
Fh CTSL1 inh: counter-screen for PFM18AAP inhibitors: inhibitors of F. hepatica cathepsin L1; inhibition, % at 5.96 µM; recombinant F. hepatica cathepsin L1, Z-Leu-Arg-MCA fluorescence; actives 0.49% (n = 300,000);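 active means inhibition above the mean of all tested compounds plus 3 SD, set per screening campaign, cut at about 17% in these data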;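 further: 0% = plate median of test compound wells and 100% = 1 µM Z-Phe-Ala-diazomethylketone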
TPT1 inh: C. albicans TPT1 enzyme inhibition. recombinant caTPT1, FP RNA substrate dephosphorylation. inhibition, % at 5 µM. actives 0.81% (n = 300,000);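 active means inhibition above the mean of all tested compounds plus 3 SD, set per screening campaign, cut at about 24% in these data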;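 further: plate controls were DMSO alone for no effect and ferristatin control at 100 nM for full effect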
CR mimetic SO: caloric restriction mimetics inhibiting age-related superoxide in yeast; S. cerevisiae aged cells, superoxide DHE fluorescence; active compounds read low; superoxide response (% of plate mean), % at 10 µM; actives 0.18% (n = 330,000); AID 2690;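 active means superoxide response under a set limit, about three screen SD below normal, cut at about 65% in these data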;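 further: yeast aged for seven days with compound at 30 °C before DHE staining; 100% = average MFI of all compound-treated wells on the plate with controls excluded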
GASC-1 inh: human JMJD2C demethylase inhibition | Q9H3R0 | GST-JMJD2C(1-420) H3K9me3 demethylation, DELFIA europium | inhibition, % at 2.35 µM | actives 0.069% (n = 330,000) | AID 2099;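 active means more than half of a compound's replicate wells show inhibition beyond 50%, single wells judged on their own value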;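 further: signal counts dimethyl H3K9 product captured on neutravidin plate; 0% = median of DMSO wells and 100% = 0.3 times that DMSO median; strong numbers were not always called active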
EBNA-1 inhibitor: blocks EBNA-1 binding to DNA; EBNA-1 DNA binding, fluorescence polarization; inhibition, % at 14.8 µM; actives 0.34% (n = 300,000); AID 1950; in the data active means inhibition above about 28%
* = called active by the depositor; nt = no result given.

SMILES	PP5 inh	ZTA counter	PP1 inh	core dimer inh	Fh CTSL1 inh	TPT1 inh	CR mimetic SO	GASC-1 inh	EBNA-1 inhibitor
CCn1c(C)nnc1SCC(=O)NC1CCCC1	-1.2	7	-5	13	0	-1	106	6	2
COc1ccc(-c2csc(NC(=O)CN3C(=O)C4CC=CCC4C3=O)n2)cc1OC (centres undefined)	0.5	-11	1	4	2	-1	100	5	-7
CN(C)/C(=N\OC(=O)c1ccccc1)c1nonc1N	-1.0	-10	-4	0	-7	-3	118	13	15
CC(C)c1nnc(NC(=O)CCCCCN2C(=O)C3C4C=CC(C4)C3C2=O)s1 (centres undefined)	-0.5	11	-4	-8	2	0	88	-65	7
Cn1ccc(-c2ccccc2)c(C#N)c1=O	0.1	-5	-3	2	4	-2	99	-2	-6
CC(=O)Oc1ccc2nc(/C=C/c3ccc(C=O)cc3)oc(=O)c2c1	-1.2	-12	-1	4	-4	-2	91	0	1
O=C(NC1CC1)C1=C[C@@H](c2coc3ccccc3c2=O)C[C@@H](OCc2ccc(CO)cc2)O1	-0.4	15	6	8	-1	1	99	-4	4
NC(=O)COc1ccc(C2c3c(oc4ccccc4c3=O)C(=O)N2CC2CCCO2)cc1 (centres undefined)	-2.5	-7	1	-3	4	1	90	0	0
Cc1ccc(-c2csc(NC(=O)c3c(C)noc3C)n2)cc1	1.7	5	10	nt	nt	nt	96	12	nt
COc1ccc(C(CNC(=O)C2CCN(S(=O)(=O)c3ccc(F)cc3)CC2)N(C)C)cc1 (centres undefined)	2.3	9	-2	1	-2	0	108	-3	3
C/C(CC(=O)Nc1ccccc1F)=N\NC(=O)Cc1ccc(Cl)cc1	2.2	2	-2	1	4	-2	94	-7	3
CN(C[C@H](c1ccccc1)N(C[C@H](Cc1ccccc1)N(CCc1ccccc1)N=O)N=O)N=O	-0.1	1	3	16	4	-2	nt	5	4
COC(=O)c1c(NC(=O)CSc2nnc3ccccn23)sc2c1CCC2	2.3	1	2	14	-4	2	113	-2	0
COc1cc(NC(=O)c2ccc(=O)[nH]n2)cc(OC)c1OC	0.0	2	-3	-6	-3	3	119	-18	2
CCc1ncc(CN2CCCCC2C(=O)Nc2ccc(Oc3ccccc3)nc2)cn1 (centres undefined)	1.3	5	-1	-10	4	-3	89	-2	9
Cc1csc2nc(CSc3nncn3-c3ccccc3)c(Br)n12	0.5	8	-4	-3	0	4	91	10	-2
CCn1c(CNC(=O)COc2c(C)cccc2C)nnc1SCC(=O)Nc1nccs1	-0.2	6	4	-2	1	2	99	2	-6
CCC1CCCCN1CCCNS(=O)(=O)c1ccc2c(c1)oc(=O)n2C (centres undefined)	-0.6	-13	-3	-14	-2	14	85	10	-5
CCOc1cc2[nH]c(=S)n(CCN3CCCCC3CC)c(=O)c2cc1OCC (centres undefined)	0.0	6	1	1	-1	-1	96	-14	-2
CCOC(=O)/C(=N/Nc1ccc(OC)cc1)Sc1nnc(CCc2ccccc2)n1-c1ccccc1	1.7	12	-3	11	1	-2	105	-6	2
CCOc1c(Cl)cc(/C=C/C(=O)N(CC)CC(=O)NCc2cccs2)cc1OC	0.0	7	-1	-6	1	1	93	-16	-14
CCc1ccc(-n2c(SCC(=O)NC3CCS(=O)(=O)C3)nc3ccccc3c2=O)cc1 (centres undefined)	0.0	-1	-2	nt	nt	nt	100	3	nt
COCc1c(C(=O)N2CCN(CCOc3ccccc3)CC2)oc2ccccc12	1.7	-5	-3	nt	nt	nt	90	8	nt
Cc1ccc(NC(=O)CCc2c(C)[nH]c(=O)c(C#N)c2C)cc1	0.6	7	-1	7	1	-2	89	11	11

Some of these compounds in order of their number in TPT1 inh, high to low.
smiles | TPT1 inh
Cc1csc2nc(CSc3nncn3-c3ccccc3)c(Br)n12 | 4
CCn1c(CNC(=O)COc2c(C)cccc2C)nnc1SCC(=O)Nc1nccs1 | 2
CCc1ncc(CN2CCCCC2C(=O)Nc2ccc(Oc3ccccc3)nc2)cn1 (centres undefined) | -3

(cont.)
SMILES	PP5 inh	ZTA counter	PP1 inh	core dimer inh	Fh CTSL1 inh	TPT1 inh	CR mimetic SO	GASC-1 inh	EBNA-1 inhibitor
O=C(NN1C(=O)/C(=C\c2cccnc2)SC1=S)c1ccco1	-1.7	-1	1	5	0	1	99	6	-15
Cc1ccc(-c2nnc(Nc3ccc(C(=O)N(C)C)cc3)c3ccccc23)cc1S(=O)(=O)NC(C)(C)CO	-1.3	21	-1	4	7	3	102	11	4
Cc1ccccc1SCCNC(=O)CCc1ccccc1	-0.5	5	0	3	-1	3	88	-14	-1
CC(C)(C)NC(=O)Nc1ccc(Br)cc1	4.2	-7	-4	-3	-2	5	78	0	2
Cc1csc(=O)n1CC(=O)OCC(=O)NNC(=O)c1ccccc1	-3.6	2	-2	-2	-5	-5	96	3	5
Cc1cccn2c(=O)c3cc(C(=O)N4c5ccccc5CC4C)n(C)c3nc12 (centres undefined)	1.6	-10	3	-4	-1	-6	109	6	-6
O=C(CCN1CCCCC1)c1ccccc1	-0.9	-10	5	1	5	0	85	-2	7
O=C(OCc1nc2ccccc2s1)[C@@H]1CCCN1S(=O)(=O)c1ccccc1F	1.1	-5	-3	-3	-4	4	89	-3	-2
CCP(=O)(c1cccc([N+](=O)[O-])c1)c1cccc([N+](=O)[O-])c1	0.0	6	-4	4	5	-1	116	-19	-4
COc1cc(C(=O)NCC(C)C)c([N+](=O)[O-])cc1OC	-1.7	7	-3	1	3	1	109	-13	3
CCOC(=O)C(CCCCCOc1ccc([N+](=O)[O-])cc1)C(=O)OCC	2.1	-5	2	2	3	2	100	8	-2
Cc1oc(-c2ccccc2F)nc1CN1CCC(C(=O)NCc2ccco2)CC1	6.0	13	4	0	1	-1	101	-7	0
O=C(CSC1=NS(=O)(=O)c2cc(F)ccc2N1)Nc1ccccc1F	-0.6	-5	12	1	2	-3	109	12	-4
CN(/N=C/c1c[nH]c2ccccc12)c1cnn(-c2ccc(F)c(Cl)c2)c(=O)c1Cl	1.2	-7	2	-6	3	-1	82	3	8
Cc1cccc(SCc2noc(C(=O)NC(C)C)c2C(=O)O)c1	-5.2	-6	-1	-5	-13	3	105	-3	-4
CCCCn1c(N)c(N(CC)C(=O)c2ccc(-c3ccc(Cl)cc3)o2)c(=O)[nH]c1=O	-1.6	4	-4	nt	nt	nt	94	2	nt
Cc1ccc(N2C(=O)S/C(=C/c3cn(C)c4ccccc34)C2=O)cc1	1.4	-17	-5	6	-3	-3	85	-2	0
Cn1c(=O)n(CCOc2ccc([N+](=O)[O-])cc2)c2ccccc21	-1.4	5	-5	3	0	2	103	-3	3
COc1ccc(C(=O)NC(C)c2nnc(SCC(=O)Nc3nc(C)cs3)n2C)cc1 (centres undefined)	-0.6	-15	-3	-3	2	0	79	9	-1
CN(Cc1cccs1)C(=O)CCCc1c[nH]c2ccccc12	2.7	2	-7	-4	0	-2	95	-3	2
CCN(CC)S(=O)(=O)c1ccc(C(=O)NCC(=O)N/N=C/c2ccccc2OC)cc1	0.1	-3	1	-1	3	-2	94	-10	-10
CCOc1ccc(N(CC(=O)Nc2nccs2)S(=O)(=O)c2c(C)noc2C)cc1	3.1	-9	3	0	-3	-6	105	-4	-7
CC(=O)C1CCN(Cc2ccccc2)CC1	0.9	4	-1	-6	5	-2	87	-2	-6
CC1Cc2ccccc2N1C(=O)c1cnsn1 (centres undefined)	3.4	-16	-4	2	0	-1	94	10	2

An excerpt from above with just core dimer inh.
SMILES	core dimer inh
Cn1c(=O)n(CCOc2ccc([N+](=O)[O-])cc2)c2ccccc21	3
COc1ccc(C(=O)NC(C)c2nnc(SCC(=O)Nc3nc(C)cs3)n2C)cc1 (centres undefined)	-3
CN(Cc1cccs1)C(=O)CCCc1c[nH]c2ccccc12	-4
CCN(CC)S(=O)(=O)c1ccc(C(=O)NCC(=O)N/N=C/c2ccccc2OC)cc1	-1
CCOc1ccc(N(CC(=O)Nc2nccs2)S(=O)(=O)c2c(C)noc2C)cc1	0
CC(=O)C1CCN(Cc2ccccc2)CC1	-6

Following part
SMILES	PP5 inh	ZTA counter	PP1 inh	core dimer inh	Fh CTSL1 inh	TPT1 inh	CR mimetic SO	GASC-1 inh	EBNA-1 inhibitor
Cc1nnc(N2CCC(C(=O)N3CCCCCC3)CC2)c2nn(-c3ccc(Cl)cc3)c(C)c12	2.2	12	6	16	0	-2	107	-5	0
O=C1NC(=O)c2cc(NC(=O)C3CCCCC3)ccc21	1.7	-1	-4	-2	5	0	85	7	8
COc1cc(C2NCCc3c2[nH]c2ccccc32)ccc1OC(C)C (centres undefined)	-2.7	7	-7	-3	-5	-3	92	-2	-9
O=C(c1cccc(Cl)c1)C1CCCN(S(=O)(=O)c2ccccc2)C1 (centres undefined)	4.0	9	1	5	2	-1	110	7	0
COc1ccc(Cl)cc1NC(=O)c1c(-c2ccccc2)noc1C	3.2	-17	-3	5	2	0	111	4	0
CCc1ccc(OCC(=O)Nc2ccc3c(c2)OCCO3)cc1	0.1	2	-2	11	0	-4	103	7	8
C/C(=N\NC(=O)CNc1cccc(Cl)c1C)C1CC1	-0.3	4	-5	-4	0	-1	92	-2	3
Cc1nc(Nc2ccc(F)cc2)nc(Nc2ccc(F)cc2)c1[N+](=O)[O-]	2.1	-3	1	3	0	1	99	-4	-3
C=CCn1c(SCC(=O)Nc2nccs2)nnc1-c1ccco1	0.3	7	-1	1	4	-8	87	-18	3
COc1cccc(Cn2cc(N)cn2)c1	2.4	6	1	4	5	-3	91	7	0
O=C(O)CCc1ccc(-c2ccccc2)n1NC(=O)c1cccs1	3.8	0	-2	0	-1	2	109	-15	3
CCCS(=O)(=O)n1nc(-c2ccccc2)cc1N	1.1	13	0	-2	-2	-3	96	2	6
CC12C(=O)N(c3ccccc3)C(=O)C1C(c1ccccc1)N1CCCN12 (centres undefined)	-2.3	10	1	3	8	-2	94	-2	-4
Cc1ccc(-c2nc3ccccc3[nH]2)cc1NC(=O)/C=C/c1ccco1	2.4	-10	1	16	7	-2	97	-14	-6
O=C(CCOc1ccccc1)Nc1ccc(S(=O)(=O)Nc2ncccn2)cc1	2.4	6	-5	nt	nt	nt	87	nt	nt
COc1ccccc1/C=N/NC(=O)CNC(=O)c1ccccc1	0.6	-19	2	-4	3	-1	101	6	-10
CCCOC(=O)C(C)n1cnc2sc(C)c(C)c2c1=O (centres undefined)	-3.4	-2	-2	2	-5	1	113	33	3
Cc1nc(NCc2cccnc2)c2c3c(sc2n1)CC(C)CC3 (centres undefined)	0.5	-18	2	2	-3	-1	77	0	-12
O=C(Nc1ccc(N2CCN(Cc3ccccc3F)CC2)cc1)c1ccc([N+](=O)[O-])o1	3.0	0	1	16	5	-5	118	-7	3
O=C(CCCn1cnc([N+](=O)[O-])n1)Nc1cccc(Cl)c1Cl	0.9	-18	-1	-4	2	-4	97	-12	9
Cc1cc2occ(CC(=O)NC3=NCCS3)c2cc1C(C)C	1.9	-2	1	0	-3	1	88	7	-10
CC1Nc2ncnc(N3CCOCC3)c2N(Cc2ccccc2)C1=O (centres undefined)	2.7	-9	-2	-1	-2	-1	110	123	-3
CCn1cc(C(=O)NCc2ccccc2OC)c(=O)c2cc(S(=O)(=O)N(C)C)ccc21	1.1	3	6	8	3	0	110	-1	2
CC(C)=CC(=O)Nc1nnc(-c2ccccc2C)s1	1.3	8	-2	6	-1	-5	100	-16	5
c1ccc2c3nnc4n(c-3nc2c1)CCCS4	0.0	9	0	1	-4	-1	100	0	5
C=CC(C)(C)O[C@@H]1O[C@H](CO)[C@@H](O)[C@H](O)[C@H]1O	1.4	-13	-1	nt	nt	nt	113	-5	nt

From PubChem BioAssay
